From PubChem
HCMV inh = inhibitors of human cytomegalovirus; activity change, negative = inhibition, % at 57.5 µM; actives 4.5% (n = 410,000); HFF cells, HCMV-luciferase reporter, 72 h; stronger effect = lower value; in the data active means activity change below about -60%; inconclusive means no clear call, values can overlap the other calls; inactive means above about -39%; further: on the % scale 0 is the no-effect control and ±100 the full control effect
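Human foreskin fibroblasts infected with luciferase-reporter HCMV at MOI 1 PFU/cell, compounds at two doses. Luciferase measured 72 h post infection; normalized to buffer-only basal and Salinomycin (10uM) controls.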
AmpC inh detg = blocks E. coli AmpC beta-lactamase in detergent assay; P00811; AmpC hydrolysis of nitrocefin, absorbance 480 nm, 0.01% Triton; Potency, µM (highest dose often 114 µM), inactives show at the top dose activity change, negative = inhibition, hits mostly inhibitors; actives 0.041% (n = 370,000);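 further: potency means the concentration at half of the fitted maximal effect; 0% = no-compound wells and -100% = no-enzyme wells; nearly all actives have a fitted effect of over 25% in size; some results filed as inactive show a strong effect at the top dose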
Target sequence (P00811 whole entry, looked up): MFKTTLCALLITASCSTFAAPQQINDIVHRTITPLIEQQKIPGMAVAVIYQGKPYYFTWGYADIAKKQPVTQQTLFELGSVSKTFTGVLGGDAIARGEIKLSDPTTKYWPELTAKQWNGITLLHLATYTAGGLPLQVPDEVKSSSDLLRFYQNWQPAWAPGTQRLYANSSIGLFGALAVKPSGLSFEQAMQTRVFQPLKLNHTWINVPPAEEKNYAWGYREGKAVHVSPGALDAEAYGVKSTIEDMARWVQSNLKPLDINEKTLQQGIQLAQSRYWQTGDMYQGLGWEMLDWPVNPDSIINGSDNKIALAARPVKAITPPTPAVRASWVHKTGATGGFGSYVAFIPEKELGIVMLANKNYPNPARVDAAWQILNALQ
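AmpC (5.3 nM in the dispensed reagent) in 20 mM phosphate pH 7.0 with 0.01% (detergent screen) or 0.0001% Triton X-100 was preincubated with compounds for 15 min at room temperature. Nitrocefin was then added from an 800 uM solution, and hydrolysis was followed at 480 nm.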
AMA1 RON2 block = disrupts binding of P. falciparum AMA1 to RON2; Potency, µM (top dose mostly 58.2 µM), without a hit: at the highest dose activity change, negative = inhibition, actives largely listed as inhibitors; AlphaScreen AMA1-biotinylated RON2 peptide binding; actives 0.2% (n = 360,000);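 further: potency means the concentration at half of the fitted maximal effect; 0% = vehicle wells and -100% = peptide control; nearly all actives have a fitted effect of over 45% in size; some results filed as inactive show a strong effect at the top dose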
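AMA1 (3D7) with his tag at 25 nM final met compounds first, then biotinylated RON2 peptide at 25 nM; detection used donor plus acceptor beads, 10 µg/mL apiece, read by AlphaScreen after 30 min at room temperature.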
AmpC no deterg = blocks E. coli AmpC beta-lactamase in detergent-free assay; Potency, µM (titrated, usually from 57.1 µM), inactives show at the top dose activity change, negative = inhibition, usual class: inhibitors; AID 485341; P00811; AmpC nitrocefin hydrolysis, absorbance 480 nm, 0.0001% Triton; actives 0.52% (n = 330,000);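 further: potency means the concentration at half of the fitted maximal effect; plate controls were no compound for no effect and no enzyme for full effect; nearly all actives have a fitted effect of over 20% in size; some results filed as inactive show a strong effect at the top dose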
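AmpC (5.3 nM in the dispensed reagent) in 20 mM phosphate pH 7.0 with 0.01% (detergent screen) or 0.0001% Triton X-100 was preincubated with compounds for 15 min at room temperature. Nitrocefin was then added from an 800 uM solution, and hydrolysis was followed at 480 nm.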
Cycloheximide cs = counter-screen for Shiga toxin inhibitors: cycloheximide protein synthesis inhibition; cell reporter, cycloheximide protein synthesis inhibition counterscreen; max response, %; actives 12% (n = 300,000); AID 2314; in the data active means max response mostly above about 13%, no sharp cut-off; inactive means mostly below about 14%; further: read at 38.3 µM for the half of the compounds with a filed dose; 0% is about no effect
Giardia FBPA inh = blocks Giardia fructose-bisphosphate aldolase activity | purified Giardia FBPA | AID 2451 | Potency, µM (highest dose often 59.6 µM), inactives show at the highest dose activity, negative = inhibition, actives largely listed as inhibitors | A8B2U2 | actives 0.71% (n = 290,000); further: potency means the concentration at half of the fitted maximal effect; on the % scale 0 is the no-effect control and ±100 the full control effect; nearly all actives have a fitted effect of over 55% in size
Target sequence (A8B2U2 whole entry, looked up): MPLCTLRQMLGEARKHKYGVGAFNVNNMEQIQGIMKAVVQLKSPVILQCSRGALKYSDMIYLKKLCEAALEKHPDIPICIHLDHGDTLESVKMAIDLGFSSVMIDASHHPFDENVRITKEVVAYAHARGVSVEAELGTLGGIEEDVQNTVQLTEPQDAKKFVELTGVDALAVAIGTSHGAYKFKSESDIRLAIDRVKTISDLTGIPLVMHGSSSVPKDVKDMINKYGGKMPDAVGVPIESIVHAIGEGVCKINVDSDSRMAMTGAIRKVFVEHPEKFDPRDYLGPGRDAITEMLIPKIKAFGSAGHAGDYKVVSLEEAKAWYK
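40 nM FBPA preincubated 10 min at RT with compound (up to 57.5 uM final), then substrate plus GAPDH/TPI/NAD/arsenate coupling and diaphorase/resazurin added. Fluorescence read after 20 min at RT, 525/598 nm.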
Shiga toxin inh = blocks Shiga toxin action in Vero cells. AID 2315. inhibition, % at 38.7 µM. actives 9.2% (n = 290,000). Vero cells, Shiga toxin protein synthesis inhibition reporter; in the data active means inhibition mostly above about 28%, no sharp cut-off; inactive means mostly below about 43%; further: 0% is about no effect
* = called active by the depositor; ? = inconclusive; · = not tested or not shown; + = active, no number; & = joins results of further samples; [ ] = another dose, or the depositor's remark. Unless noted, the call rests on the fitted dose curve; in most records, active means well fitted curve in the direction sought with a large enough effect; inconclusive means small, poorly fitted or top-dose-only effect, or another doubt; inactive means no such curve, though single readings can be large; an effect the other way counts as inactive or inconclusive. No enrichment for hits. About 16% of those tested had a hit in this group.

SMILES	HCMV inh	AmpC inh detg	AMA1 RON2 block	AmpC no deterg	Cycloheximide cs	Giardia FBPA inh	Shiga toxin inh
Cc1nc(N2CCN(c3ccccn3)CC2)c2c(C)c(C(=O)Nc3c(C)cc(Br)cc3C)sc2n1	-21	-4%	10%	-9%	1	5%	4
Cc1c(NC(=O)C(C)N2C(=O)NC3(CCC(C)CC3)C2=O)c(=O)n(-c2ccccc2)n1C (stereo unspecified)	-16	3%	1%	-3%[2.29 µM]	8	4%	26
COc1cccc(CN(C)CC(=O)Nc2sc3c(c2C#N)CCC3)c1	-30	8%	18%	-22%	5	-11%	-21
CCc1nn(C(CC)C(=O)NCC(C)c2ccccc2)c(=O)c2cc3occc3n12 (stereo unspecified)	-9	-16%	-10%	0%	-3	13%	4
CS(=O)(=O)c1nc(-c2ccc(Br)cc2)cc(-c2ccccc2)c1C#N	-99*	2%	5%	-37%	1	2%	-11
O=C(c1cc2cc(Cl)ccc2o1)N1CCCCCC1	20	?	7%	-10%	·	·	·
Cc1nnc(C)c2c(C)n(-c3ccc(Cl)c(N)c3)c(C)c12	-24	-4%	-4%	20%	-3	-21%	1
CCC(C)(C)C1CCC(=NNC(=S)Nc2cccnc2)CC1 (stereo unspecified)	-16	-5%	25%	-19%	8	1%	-16
COc1ccc(NC(=O)c2c([N+](=O)[O-])c(C(C)(C)C)nn2C)cc1	-36	-2%	-3%	-11%	-2	-2%	5
O=C(O)c1ccccc1CSc1ncn[nH]1	10	-7%	-3%	-20%	-3	0%	-7
CCCCC(CC)COP(=O)(OCC(CC)CCCC)OCC(CC)CCCC (stereo unspecified)	15	1%	1%	-18%	·	·	·
O=C(NNC(=O)c1sccc1-n1cccc1)Nc1ccccc1	-35	-13%	86%[activator]	-11%	1	3%	-3
O=C(/C=C/c1ccccc1)NCC(=O)N/N=C/c1ccco1	-2	9%	0%	-2%	0	·	-15
CC1(C)Cc2c(cnn2-c2cccc(F)c2)C(NC(=O)CN2CCCC2=O)C1 (stereo unspecified)	5	2%	-8%	25%	11*	8%	11*
CC1CCN(S(=O)(=O)c2ccc3c(c2)N(CC(=O)NCCCOC(C)C)C(=O)CO3)CC1	-39&5	?	-5%	75%[activator]	-2	0%	-11
CN(CC(=O)Nc1c(Cl)cccc1Cl)C(=O)Cc1ccc2c(c1)CCC2	?	?	22%	2%	·	·	·
CCC(=C(c1ccc(OC)cc1)c1ccc(OC)cc1)c1cn(CC(O)CN2CCN(C)CC2)c2ccccc12 (stereo unspecified)	-22	-3%	?	149%[activator]	-6	-8%	-27
Cc1noc(C)c1CSc1cc(C)c2ccccc2n1	3	?	47%[activator]	6%	-1	0%	-11
O=C(O)CCCCn1c(SCC(=O)Nc2ccccc2C(F)(F)F)nc2ccsc2c1=O	-13&-39	?	-15%	0%	-4	15%	-15
CCOC(=O)c1nnn(-c2nonc2N)c1-c1ccccc1	?	4%	15%	-18%	-7	-7%	-19
CCNC(=O)/C(=C\c1ccccc1)NC(=O)/C=C/c1ccccc1	-3	7%	-4%	-22%	-1	13%	-3
CN(C)CCNc1oc(COc2ccc(Cl)cc2Cl)nc1C#N	-19	-11%	65%[activator]	1%	0	-11%	-12
COc1ccc(C2C(C(=O)c3ccco3)=C(O)C(=O)N2CC2CCCO2)cc1 (stereo unspecified)	7	-7%	-7%	-17%	-5	3%	-7
C=CCn1c(=O)c(C(=O)NCCc2ccccc2)c(O)c2ccccc21	?	6%	79%[activator]	-13%	-2	-5%	-8
CCOC(=O)C1=C(N)OC2=C(C(=O)CCC2)C1c1cccnc1 (stereo unspecified)	47	?	0%	-5%	23	-23%	22
CCCN(c1ccc(C(C)C)cc1)S(=O)(=O)c1c(C)noc1C	?	1%	8%	-9%	1	5%	-11
CC(=O)Nc1ccc(Oc2cc(C#N)c(C#N)cc2N2CCOCC2)cc1	13	-1%	8%	1%	-3	6%	59
Cc1cccc(NS(=O)(=O)c2ccc3c(c2)Cc2cc(S(=O)(=O)Nc4cccc(C)c4C)ccc2-3)c1C	-10	-3%	5%	?	-2	-8%	2
Cc1[nH]c(=O)c(C#N)c(C)c1CCC(=O)Nc1cc(S(C)(=O)=O)ccc1Cl	-2	5%	-24%	5%	-4	-13%	-8
CCOC(=O)c1c(NC(=O)CSc2nncs2)sc(C)c1-c1ccccc1	-64*	3%	-6%	-16%	2	3%	-9
O=C1CC2OCC=C3CN4CCC56c7ccccc7N1C5C2C3CC46 (stereo unspecified)	·	·	·	·	-4	-2%	-7
O=S(=O)(c1ccc(Cl)cc1)N1CCCC1c1nc(-c2ccc(Cl)cc2)no1 (stereo unspecified)	70	-2%	-5%	-8%	3	0%	-13
O=C(CCCc1nc(-c2ccccc2)no1)Nc1cccnc1	-24	?	11%	-10%	-2	1%	13
CCCCc1ccc(N=N/C(C(=O)Nc2ccc(NC(C)=O)cc2OC)=C(/C)O)cc1	1	-6%	-9%	-41%	14	17%	12
CCN(CC)S(=O)(=O)c1cc(NC(=O)CSc2nnc(-c3cccs3)o2)ccc1C	36	-13%	8%	-57%	7	0%	12
O=C(C[C@@H]1C/C=C/CCCC(=O)O[C@H](c2ccccc2)CNC1=O)N[C@H](CO)Cc1ccccc1	1	·	-1%	34%	·	·	·
COc1ccc(OC)c(NS(=O)(=O)c2ccc3c(c2)CCC(=O)N3)c1	31	-7%	-7%	-33%	-5	-5%	-8
CCc1cc(=O)[nH]c(SCc2cccnc2)n1	·	-8%	8%	-3%	2	?	-4
COc1ccc(-n2c(Cc3cccn3C)nnc2SCC(=O)N2CCC(C)CC2)cc1	-6	-1%	-1%	168%[activator]	-4	0%	-9
CC(C)(C)c1ccccc1OCCCCCn1ccnc1	13	-9%	?	0%[2.29 µM]	12	18µM*	16
O=C(OCc1ccccc1)[C@@H]1COC(c2ccc(Br)cc2)=N1	·	·	·	·	38*	-1%[89.2 µM]	+
CCc1ccc(-c2cc(C(F)(F)F)n3nc(C(=O)Nc4cnn(Cc5ccccc5C)c4)cc3n2)s1	-34	-7%	-6%	-5%	2	1%	-11
Cc1ccc(OCCN2CCN(CC(O)Cn3c4ccccc4c4ccccc43)CC2)cc1 (stereo unspecified)	-15	2%	·	236%[activator]	-6	?	-4
CCCn1c(CN2CCN(C(C)=O)CC2)nc2cc(S(=O)(=O)N(C)C)ccc21	7	-6%	25%	40%	10	2%	17
COc1ccc(OCCNC(=O)c2ccccc2OCC(=O)Nc2ccc(NC(C)=O)cc2)cc1	-31	-13%	-13%	-2%	24*	-1%	18
CC(=O)Nc1ccc(NC(=O)c2c(-c3ccccc3)noc2C)cn1	-4	2%	0%	-14%	-2	·	-5
CCc1nc(N2CCNCC2)c(C#N)c2c1CSC(C)(C)C2	3	?	-13%	10%	-1	13%	-30
Cc1ccc(S(=O)(=O)Nc2cc(C(=O)N3CCC4(CC3)OCCO4)ccc2N2CCCCC2)cc1	?	4%	-15%	185%[activator]	4	-15%	11
COc1ccc(C2NC(=O)NC(C)=C2C(=O)OC2CCC(C)CC2)cc1 (stereo unspecified)	?	1%	-10%	21%	-1	-7%	-7
COc1ccc(C)cc1NC(=O)C(OC(=O)c1cnccn1)c1ccccc1 (stereo unspecified)	-15	?	-2%	-8%	·	·	·
COC(=O)C1=C(C)N(Cc2ccccc2)C(=NCc2ccccc2)N[C@H]1c1ccccc1	-70*	-1%	-1%	42%&72%	-1	2%	-3
CC1CCCCC12NC(=S)N(c1ccccc1)N2 (stereo unspecified)	71	-7%	37%[activator]	13%	8	-8%	21
CCOc1ccc(CC(C(N)=O)C(N)=O)cc1CN(C)C	50	?	34%[activator]	4%	1	2%	-3
CN1CCN(c2ccccc2NC(=O)c2ccc(OCc3ccccc3)cc2)CC1	13	3%	-6%	103%[activator]	-3	1%	-12
COc1ccc(N2CCN(C(=O)CCC(=O)N3Cc4ccccc4Oc4ncccc43)CC2)cc1	0	2%	-3%	115%[activator]	-1	-1%	-7
Cc1ccc(NC(=S)/N=C(\N)Nc2nc(C)c3ccccc3n2)cc1C	-35	7%	7%[2.32 µM]	-9%	22*	-1%	20
Cc1ccc(C)c(OCC(=O)N2CCN(Cc3ccc4c(c3)OCO4)CC2)c1	-26	1%	-23%	-1%	-5	10%	-14
Cc1cccc(NS(=O)(=O)c2ccc([N+](=O)[O-])cc2)n1	2	-9%	-11%	-12%	-1	?	12
CCN(CC)S(=O)(=O)c1ccc(OC)c(NC(=O)c2cc([N+](=O)[O-])ccc2Cl)c1	-9	1%	32%[activator]	-20%	-3	0%	-13
COc1ccc(NC(=O)CN(C)S(=O)(=O)c2cnc[nH]2)cc1Cl	-11&28	-1%&19%	6%	-3%	-6	·	13

Quoted at random: two entries already listed, in no set order.
SMILES	HCMV inh	AmpC inh detg	AMA1 RON2 block	AmpC no deterg	Cycloheximide cs	Giardia FBPA inh	Shiga toxin inh
COc1ccc(C)cc1NC(=O)C(OC(=O)c1cnccn1)c1ccccc1 (stereo unspecified)	-15	?	-2%	-8%	·	·	·
COc1ccc(-n2c(Cc3cccn3C)nnc2SCC(=O)N2CCC(C)CC2)cc1	-6	-1%	-1%	168%[activator]	-4	0%	-9

(listing goes on)
SMILES	HCMV inh	AmpC inh detg	AMA1 RON2 block	AmpC no deterg	Cycloheximide cs	Giardia FBPA inh	Shiga toxin inh
COc1ccc2oc(C(=O)NCc3ccco3)c(C)c2c1	37	-2%	4%	-12%	31*	·	57*
O=C(CN1CCN(c2ccccc2F)CC1)Nc1nnc(C(F)(F)F)s1	-11	-3%	81%[activator]	-12%	-7	-2%	12
COc1ccc(NC(=O)CSc2nncc(=O)n2N)cc1OC	13	2%	45%[activator]	-12%	-3	-27%	-10
Cc1ccc(S(=O)(=O)N2CCC(C(=O)Nc3nnc(C)s3)CC2)cc1	28	3%	-1%	-19%	-3	3%	-25
O=[N+]([O-])c1ccc(S(=O)(=O)N2CCN(c3ccc(N4CCOCC4)nn3)CC2)cc1	-9	-9%	1%	-10%	·	·	·
COc1ccc(CCn2c(O)c(C=Nc3cccc(F)c3)c(=O)[nH]c2=O)cc1OC	-14	3%	-4%	-15%	-2	4%	14
Cc1cccc(NC(=O)C2(C)CC3c4ccccc4C2c2ccccc23)c1 (stereo unspecified)	26	?	3%	-27%	-4	3%	-12
C=CCN1C(=O)N(c2ccc(Cl)cc2)C(=O)C1CC(=O)Nc1ccc(F)cc1 (stereo unspecified)	-2	-2%	7%	-1%	-3	-3%	-17
CC(=O)c1ccc(-n2nnnc2SCC(=O)N2CCc3ccccc3C2)cc1	13	0%	17%	-21%	13	?	-7
COc1ccc(CCNC(=O)C(=O)NCC2CCCN2S(=O)(=O)c2ccccc2)cc1OC (stereo unspecified)	-4	?	-1%	40%	·	·	·
CCOc1ccccc1-c1cc(C(=O)N/N=C/c2ccc(O)c(OC)c2)c2ccccc2n1	-33	-1%	2%	-14%	8	7%	17
